# Screening results (PubChem)
# GSK3A inh: blocks human GSK-3 alpha kinase; P49840; ADP-Glo luminescence, 60 min; inhibition, % at 10 µM; 320,000 tested, 0.1% active;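 in the data active = inhibition above about 50%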;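 also: GST-tagged GSK-3 alpha with peptide substrate and 25 µM ATP; 0% = DMSO neutral wells and 100% = GW8510 positive control wells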
# Target sequence (P49840 whole entry, looked up): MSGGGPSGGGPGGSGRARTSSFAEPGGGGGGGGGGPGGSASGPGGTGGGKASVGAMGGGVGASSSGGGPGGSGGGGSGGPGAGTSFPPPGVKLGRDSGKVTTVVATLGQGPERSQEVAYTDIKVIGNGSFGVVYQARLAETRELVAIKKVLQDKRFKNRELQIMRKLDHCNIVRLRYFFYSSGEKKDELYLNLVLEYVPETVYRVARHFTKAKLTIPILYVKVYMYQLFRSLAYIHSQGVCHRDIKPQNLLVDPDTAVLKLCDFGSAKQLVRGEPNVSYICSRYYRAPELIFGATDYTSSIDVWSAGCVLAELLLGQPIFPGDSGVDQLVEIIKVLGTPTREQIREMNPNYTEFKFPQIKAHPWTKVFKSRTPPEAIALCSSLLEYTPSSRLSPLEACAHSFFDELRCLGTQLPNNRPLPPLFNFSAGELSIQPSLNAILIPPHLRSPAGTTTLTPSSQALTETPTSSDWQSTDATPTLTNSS
# HSF-1 act: increases HSF-1 driven luciferase reporter signal; AID 504408; 300,000 tested, 1.7% active; NIH3T3-HGL HSF-1 luciferase reporter, MG132, 8 h; 100% = twice DMSO control signal; activation, % at 9 µM;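 active = mean replicate activation of at least 50% with a set share of replicates each reaching 50%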;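 also: 0% = median of the neutral control wells and 100% = twice that signal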
# KLF5 inh: kruppel-like factor 5 inhibition; DLD-1 KLF5 promoter-luciferase reporter, luminescence; inhibition, % at 5 µM; 290,000 tested, 0.23% active;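 active = inhibition above a per-plate limit of that plate's mean compound inhibition plus 3 SD, cut at about 60% in these data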;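 also: 0% = DMSO wells and 100% = LY294002 at 200 µM; higher means less KLF5 promoter-driven luciferase light; inactives centre near -14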
# PolyA inhibitor: inhibitors of polyadenylation in S. cerevisiae | S. cerevisiae SKY197-pL101 polyadenylation reporter, beta-gal luminescence; efflux-impaired pdr1/pdr3 knockout yeast; score 100 = 6 SD above DMSO | calls only at 12 µM | 300,000 tested, 0.02% active;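 active = lowest replicate activity score at least 50, where 100 means six control SD above control mean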;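 also: yeast exposed to compound for 9 h at 30 °C; higher score means more reporter readthrough which indicates perturbed polyadenylation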
# aSyn 5UTR inh: 5' untranslated region of α-synuclein, MLPCN primary screen; alpha-synuclein 5'UTR reporter, inhibitor activity; inhibition, % (tested at 7.5 µM); AID 1813; 300,000 tested, 0.82% active; in the data active = inhibition above about 60%;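 also: H4 neuroglioblastoma cells stably carrying SNCA 5'UTR luciferase fusion; 0% = DMSO wells and 100% = positive control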
# HSF1 inhib: HSF1 inhibition | NIH3T3-HGL HSE-luciferase, MG132-induced, luminescence 8 h; hits give low values | activity change, negative = inhibition, % at 7.5 µM (by protocol) | 300,000 tested, 0.77% active;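 active = more than half of replicate wells show activity change below -50%, luminescence cut by over half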;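 also: luciferase reports HSF-1 transcriptional activity via heat shock element; 0% = median of DMSO wells and -100% = zero luminescence signal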
# HSP90 refold inh: blocks HSP90-mediated luciferase refolding in reticulocyte lysate; inhibition, % at 5.6 µM; 290,000 tested, 0.91% active; Rabbit reticulocyte lysate, luciferase refolding luminescence, 3 h;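 active = inhibition above the screen-wide mean plus 3 SD, computed separately per campaign, cut at about 16% in these data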;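 also: 0% = DMSO wells and 100% = 60 µM geldanamycin wells; inhibitors lower the luminescence because luciferase stays unfolded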
# GSK3beta inhib: blocks human GSK3beta kinase activity. P49841. GST-GSK3beta kinase, ADP-Glo luminescence, 60 min; hits give low values. activity score (negative = inhibition), % at 10 µM. 300,000 tested, 0.038% active. AID 2097;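 active = more than half of replicate wells score below -50%, meaning over 50% inhibition versus plate controls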;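 also: 0% = median DMSO wells and -100% = median GW8510 positive control wells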
# Target sequence (P49841 whole entry, looked up): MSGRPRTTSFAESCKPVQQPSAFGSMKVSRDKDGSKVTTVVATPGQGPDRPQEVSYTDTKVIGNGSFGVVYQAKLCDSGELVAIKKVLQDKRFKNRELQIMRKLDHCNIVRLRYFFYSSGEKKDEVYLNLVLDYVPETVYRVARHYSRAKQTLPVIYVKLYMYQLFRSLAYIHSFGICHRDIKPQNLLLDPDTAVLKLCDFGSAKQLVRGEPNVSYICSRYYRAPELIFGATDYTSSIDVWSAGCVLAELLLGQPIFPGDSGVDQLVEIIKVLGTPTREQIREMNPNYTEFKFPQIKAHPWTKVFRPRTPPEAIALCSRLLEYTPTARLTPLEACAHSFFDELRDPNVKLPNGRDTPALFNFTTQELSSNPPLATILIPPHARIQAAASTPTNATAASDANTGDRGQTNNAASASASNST
#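 test system = GST-tagged human GSK3beta kinase, cell-free | reagent = 25 µM ATP with peptide substrate | dosing = one dose of 10 µM per compound | schedule = 60 min reaction, RT | detection = luminescent ADP-Glo measurement of ADP formed | control set = DMSO neutral wells and GW8510 at 20 µM as positive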
# AI-2 QS mod: modulators of Vibrio harveyi AI-2 quorum sensing system. AID 2094. Vibrio harveyi JMH597 AI-2 luminescence/OD600 ratio, 9 h; hits give low values; strain lacks LuxN and CqsS sensors; 0 = neutral-control median. activity change, % at 7.5 µM. 300,000 tested, 0.4% active; in the data active = activity change below about -75%, passing the limit was not always enough;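 also: luminescence divided by OD600 gain over 9 h not by final OD600 alone; inactives centre near 13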
# IEC-6 cytotox: IEC-6 cytotoxicity, counter-screen for KLF5 inhibitors; luminescence viability; inhibition, % at 5 µM; 290,000 tested, 0.78% active; AID 1825; in the data active = inhibition above about 22%;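 also: 0% = plate median of test compound wells and 100% = cytotoxic reference compound wells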
# Active calls of the source: *; i = inactive; x = no result given. A portion of the library, so the mix of outcomes need not match the whole.
SMILES,GSK3A inh,HSF-1 act,KLF5 inh,PolyA inhibitor,aSyn 5UTR inh,HSF1 inhib,HSP90 refold inh,GSK3beta inhib,AI-2 QS mod,IEC-6 cytotox
CCOc1ccc(NC(=O)CNS(=O)(=O)c2c(C)cc(C)cc2C)cc1,-2,-1,-34,i,7,-6,-2,1,3,1
CCN(CC)C(c1ccc(F)cc1)c1nnnn1CC1CCCO1 (stereo unspecified),-1,13,2,i,6,-2,2,3,13,-1
Cc1cc(C)cc(NC(=O)c2cccn2-c2ncc(C(F)(F)F)cc2Cl)c1,1,9,2,i,23,8,-1,2,22,-8
O=C(C1CCC(=O)N(C2CC2)C1)N1CCN(c2ccc(Cl)cc2)CC1 (stereo unspecified),0,12,-20,i,-4,-7,1,0,6,-2
S=c1[nH]nc2c3c4c(sc3ncn12)CCCC4,3,-7,-9,i,18,-3,3,-4,-22,-8
COc1cc(/C=N/NC(=O)c2ccc(CN(C)S(=O)(=O)c3ccc(C)cc3)cc2)ccc1O,0,20,-15,i,-2,-9,-2,0,24,-4
CCOc1ccc(C(=O)Nc2ccc(NC(=S)NC(=O)CC)cc2)cc1Cl,-1,49,-28,i,5,14,2,-2,10,-2
CC(=O)Oc1ccc(-c2csnn2)cc1,3,-8,9,i,8,0,-3,-2,22,1
N#CC(Sc1ccccn1)c1ccc(Cl)cc1Cl (stereo unspecified),3,-2,-28,i,-18,5,0,6,4,0
CCCC(=O)OCC(=O)Nc1cc(Cl)ccc1[N+](=O)[O-],-2,9,-6,i,11,-1,-5,2,-1,1
CCOc1ccc(NC(=O)CCNS(=O)(=O)c2cccc3nonc23)cc1,0,2,-30,i,-13,7,1,0,25,-2
Cc1[nH]c2ccccc2c1/C=N/NC(=S)NCc1ccccc1,0,41,-12,i,-4,31,1,1,20,-3
COc1ccc(NC(=O)CSc2nnc(-c3ccccc3)n2N)cc1,2,6,-38,i,-15,-3,-2,0,20,0
CCSC1=N/C(=C\c2ccc(C)s2)C(=O)S1,-1,10,-17,i,-7,6,4,1,12,5
COc1ccc(CCNC(=O)COc2ccc3c(C)cc(=O)oc3c2)cc1OC,1,4,-27,i,15,-1,1,2,7,4
CCN(CC)C(=O)COc1ccc2c(-c3ccccc3)cc(=O)oc2c1,-2,-7,6,i,-17,2,4,1,2,3
CC1CCN(CCCNC(=O)c2nn(C)c3c2CS(=O)(=O)c2ccccc2-3)CC1,-1,8,-8,i,-2,-8,-6,3,x,6
O=C(NCCc1ccc(F)cc1)Nc1ccccc1,4,12,5,i,-70,5,5,-1,0,1
C/C(=N\OC(=O)Nc1ccc(Cl)cc1)c1ccc(F)c(F)c1,-3,22,2,i,-10,17,1,5,-6,-6
O=C1CCN(S(=O)(=O)c2ccc(Cl)cc2)CCN1,-7,-6,-31,i,4,-1,4,5,18,3
O=C1NC(=O)C2(COC(c3cccnc3)OC2)S1 (stereo unspecified),x,1,1,i,0,6,-4,2,18,-1
COc1ccc(-c2nc(C)ncc2N=Nc2ccccc2)cc1,1,-11,-40,i,-38,-9,3,0,14,-2
O=C(CSc1ccc(Cl)cc1)Nc1cccc(-c2nnc(-c3ccco3)o2)c1,-1,28,-31,i,-45,32,2,0,14,-4
CC(=O)N1CCN(C(=O)Cn2c(=O)oc3ccccc32)CC1,-3,7,7,i,14,-5,3,-1,-3,0
O=C(COC(=O)C1CC1)NCc1ccccc1Cl,-1,-3,-3,i,3,-3,-3,-6,-3,-2

# Among those listed so far, 2 contain two or more sulfur atoms.
SMILES,GSK3A inh,HSF-1 act,KLF5 inh,PolyA inhibitor,aSyn 5UTR inh,HSF1 inhib,HSP90 refold inh,GSK3beta inhib,AI-2 QS mod,IEC-6 cytotox
S=c1[nH]nc2c3c4c(sc3ncn12)CCCC4,3,-7,-9,i,18,-3,3,-4,-22,-8
CCSC1=N/C(=C\c2ccc(C)s2)C(=O)S1,-1,10,-17,i,-7,6,4,1,12,5

# Back to the main list with the two entries that preceded the break.
SMILES,GSK3A inh,HSF-1 act,KLF5 inh,PolyA inhibitor,aSyn 5UTR inh,HSF1 inhib,HSP90 refold inh,GSK3beta inhib,AI-2 QS mod,IEC-6 cytotox
CC(=O)N1CCN(C(=O)Cn2c(=O)oc3ccccc32)CC1,-3,7,7,i,14,-5,3,-1,-3,0
O=C(COC(=O)C1CC1)NCc1ccccc1Cl,-1,-3,-3,i,3,-3,-3,-6,-3,-2
Cc1ccc(S(=O)(=O)N2CCOCC2)cc1C(=O)NC1CCCCC1,-2,9,-19,i,-4,-5,-2,1,29,4
CCN(CC)S(=O)(=O)c1ccc(NC(=O)Cn2c(=O)oc3ccccc32)cc1,-3,-9,-30,i,9,-1,-2,-7,-42,0
CCCn1c(NCc2ccc(C)o2)nc2ccccc21,0,-12,2,i,-4,-3,1,0,21,1
COc1ccc2ccccc2c1/C=N/NC(=O)c1ccccc1F,0,6,-7,i,-3,4,4,-1,18,6
Cc1nn(-c2ccccc2)c(Oc2ccc(F)cc2)c1/C=N/n1cnnc1,-1,x,-18,x,x,x,-1,x,x,-4
O=C(COC(=O)c1ccccn1)Nc1cccnc1Cl,0,-5,x,i,-9,1,x,1,10,x
N#CNC(=Nc1cccc(Cl)c1)Oc1ccccc1,-1,7,-18,i,-16,6,-2,3,11,-2
COc1cc2c(cc1OC)C(c1ccccc1C(F)(F)F)CC(=O)N2 (stereo unspecified),-2,-11,-35,i,2,-8,-4,x,x,1
COCC(C)NC(=O)c1ccc(Cl)c(Cl)c1 (stereo unspecified),0,-2,-9,i,-6,1,-2,-2,37,0
Cc1nn(C)c(C(=O)N2CCN(C(=O)c3ccco3)CC2)c1Br,0,-14,-24,i,25,-10,2,1,15,2
O=C(CN1CCCC1)Nc1nc(-c2ccc3c(c2)CCN3C(=O)c2ccccc2F)cs1,-2,19,-60,i,-123,-1,-3,-1,15,4
COC(=O)c1ccccc1NC(=O)CSc1nnc(-c2cccnc2)o1,1,12,-27,i,-26,13,3,-1,-6,12
Nc1nc(-c2ccco2)nn1C(=O)c1ccccc1,15,-10,-29,x,5,-4,-3,-3,17,-7
CC(C)c1ccc(C2c3[nH]c4ccccc4c3C[C@H]3C(=O)N(c4ccccc4C(=O)N4CCC(C(=O)O)CC4)C(=O)N23)cc1 (stereo partly specified),-2,3,-17,i,0,-2,-5,-5,9,-2
COCc1cc(C)nc(N/N=C/c2ccc(-c3ccc(Cl)cc3[N+](=O)[O-])o2)c1C#N,x,23,3,i,21,13,-4,1,2,-1
Cc1ccc(NC(=O)CCC(=O)NNC(=O)CCc2ccccc2)c(C)c1,-3,x,-3,x,x,x,-6,6,11,-4
S=c1[nH]c2cc3c(cc2[nH]1)OCCO3,-2,2,-35,i,-2,-13,2,0,21,-4
O=C(CCC1CCN(C(=O)Cc2c(F)cccc2F)CC1)NC1CC1,-2,35,-12,i,4,12,0,0,29,-2
COc1ccc(C2NC(=S)N(c3ccccc3)C(C)=C2C(=O)Nc2ccccc2)cc1 (stereo unspecified),3,-9,-18,i,-16,0,0,-2,13,-1
C/C(=N\Nc1ccc([N+](=O)[O-])cc1)c1ccc(N)cc1,0,-7,-8,i,-101,2,7,2,20,-6
CN(C)N1C(N)=C(C#N)C(c2ccc(Br)cc2)C2=C1CCCC2=O (stereo unspecified),-1,0,-27,i,-13,2,-3,-2,7,-3
CCOC(=O)C(=CNc1ncccc1C)C(=O)OCC,-2,-4,-32,i,10,-6,-3,1,15,1
O=C(CNC(=O)c1ccc(Cl)cc1Cl)OCC(=O)N1CCN(c2ccccc2)CC1,x,5,-42,i,-20,-7,-5,3,15,-3
COc1ccc(-n2nc(C(=O)NCC(=O)NC3CCCCCC3)c3ccccc3c2=O)cc1OC,-3,0,-7,i,-1,-10,-2,1,6,4
Oc1ccc(NCc2cccs2)cc1,0,8,-18,i,39,0,14,0,10,-4

# 4 records picked at random from the list so far:
SMILES,GSK3A inh,HSF-1 act,KLF5 inh,PolyA inhibitor,aSyn 5UTR inh,HSF1 inhib,HSP90 refold inh,GSK3beta inhib,AI-2 QS mod,IEC-6 cytotox
COc1ccc(NC(=O)CSc2nnc(-c3ccccc3)n2N)cc1,2,6,-38,i,-15,-3,-2,0,20,0
O=C(CCC1CCN(C(=O)Cc2c(F)cccc2F)CC1)NC1CC1,-2,35,-12,i,4,12,0,0,29,-2
O=C(CSc1ccc(Cl)cc1)Nc1cccc(-c2nnc(-c3ccco3)o2)c1,-1,28,-31,i,-45,32,2,0,14,-4
O=C(NCCc1ccc(F)cc1)Nc1ccccc1,4,12,5,i,-70,5,5,-1,0,1

# Next compounds follow.
SMILES,GSK3A inh,HSF-1 act,KLF5 inh,PolyA inhibitor,aSyn 5UTR inh,HSF1 inhib,HSP90 refold inh,GSK3beta inhib,AI-2 QS mod,IEC-6 cytotox
Cc1cnc(C(=O)OCC(=O)NC(=O)NC(C)C)cn1,2,-2,-7,x,2,0,0,-2,9,4
N#C/C(=C\c1ccc(F)cc1)C(=O)Nc1ccccn1,-2,-5,-19,i,0,-12,1,0,14,-3
Cc1cccc(C)c1NC(=O)COc1ccc2c(C)c(Cc3ccccc3)c(=O)oc2c1C,-3,20,-8,i,19,0,1,0,21,6
O=C(CCC(=O)Nc1ccc(F)cc1)N/N=C/c1ccc(Br)cc1,-2,-5,-47,i,2,5,0,1,3,-5
COc1ccc(N(CC(=O)Nc2ccc(F)cc2)S(=O)(=O)c2ccccc2[N+](=O)[O-])c(OC)c1,0,6,-17,i,4,5,-6,2,19,-9
COc1cccc(C=Nc2cc(C)cc(C)c2)c1O,-2,-7,-23,i,-37,-2,2,3,26,-1
